MITF primary – MITF inhibitors, primary screen, biochemical, AlphaScreen, human; Microphthalmia-associated transcription factor (Homo sapiens), O75030; AlphaScreen MITF homodimerization, bead proximity signal; inhibition, % at 2.6 µM; 650,000 tested, 0.91% active; in the data active means inhibition above about 50%;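 further: 0% = vehicle wells with protein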
Target sequence (O75030 whole entry, looked up): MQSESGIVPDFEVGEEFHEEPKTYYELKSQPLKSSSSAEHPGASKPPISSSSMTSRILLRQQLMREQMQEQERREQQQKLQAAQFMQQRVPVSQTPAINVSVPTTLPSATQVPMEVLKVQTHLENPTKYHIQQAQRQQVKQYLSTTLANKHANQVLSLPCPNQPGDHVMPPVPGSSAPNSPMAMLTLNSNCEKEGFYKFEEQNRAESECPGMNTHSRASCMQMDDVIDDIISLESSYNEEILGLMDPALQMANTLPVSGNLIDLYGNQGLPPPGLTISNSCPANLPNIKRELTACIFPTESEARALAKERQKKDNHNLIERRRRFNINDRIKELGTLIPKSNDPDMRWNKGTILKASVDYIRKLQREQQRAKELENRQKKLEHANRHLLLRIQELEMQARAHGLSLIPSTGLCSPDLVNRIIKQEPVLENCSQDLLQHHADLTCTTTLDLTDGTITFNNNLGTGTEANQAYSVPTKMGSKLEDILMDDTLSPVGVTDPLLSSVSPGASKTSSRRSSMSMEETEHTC
FBW7 act – FBW7 E3 ligase activators, primary screen, biochemical, AlphaScreen, human. AID 1259310, 2017. 650,000 tested, 0.13% active. AlphaScreen FBW7–phospho-cyclin E peptide binding, activator screen. normalized activity (activation), % at 26.1 µM; in the data active means normalized activity above about 1.9%;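 further: purified mutant Fbw7 with reduced substrate affinity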
GPR151 ag – activators of human GPR151, primary screen, cell-based, PathHunter beta-arrestin, luminescence. G-protein coupled receptor 151 (Homo sapiens), Q8TDV0. 650,000 tested, 1% active. activation, % at 11.2 µM. PathHunter beta-arrestin GPR151 cells; in the data active means activation above about 4.9%;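 further: 0% = median of compound wells and 100% = cells with positive control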
Target sequence (Q8TDV0 whole entry, looked up): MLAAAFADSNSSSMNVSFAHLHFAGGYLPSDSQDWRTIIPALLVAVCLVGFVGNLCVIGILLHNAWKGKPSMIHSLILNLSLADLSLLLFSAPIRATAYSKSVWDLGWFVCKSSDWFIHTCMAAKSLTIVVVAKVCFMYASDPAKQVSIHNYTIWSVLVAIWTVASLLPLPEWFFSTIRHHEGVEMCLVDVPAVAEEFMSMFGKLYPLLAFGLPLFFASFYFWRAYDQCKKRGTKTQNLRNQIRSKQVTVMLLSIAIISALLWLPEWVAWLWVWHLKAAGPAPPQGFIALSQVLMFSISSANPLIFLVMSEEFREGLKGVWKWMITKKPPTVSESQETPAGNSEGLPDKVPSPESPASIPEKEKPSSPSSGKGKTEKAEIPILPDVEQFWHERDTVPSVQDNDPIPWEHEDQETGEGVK
TEAD-YAP block – TEAD-YAP interaction inhibition, primary screen, TEAD-YAP interaction inhibitor project, luminescence, HEK-TIYL cells; TEAD-Gal4/YAP UAS-luciferase luminescence; inhibition, % at 9.12 µM; 640,000 tested, 1.4% active; in the data active means inhibition above about 32%;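 further: 0% = median of test compound wells and 100% = reference inhibitor wells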
* marks the source's active call; other numbers are inactive results.

Each structure is followed by: MITF primary, FBW7 act, GPR151 ag, TEAD-YAP block
- COc1ccc([N+](=O)[O-])cc1-c1ccc(/C=C2/NC(=O)N(Cc3ccc(Br)cc3)C2=O)o1
    -18, 0.0, -0.6, -8
- CSc1ccc(S(=O)(=O)Nc2cccc(C(C)=O)c2)cc1
    6, 0.0, -0.9, 11
- Cc1cc(C)c(N2C(=O)c3ccc(C(=O)Nc4cc(C(=O)O)cc(C(=O)O)c4)cc3C2=O)c(C)c1
    -1, -0.1, -1.2, -8
- CC(C)CC(=O)Nc1nnc(SCC(N)=O)s1
    -5, 0.0, -2.2, -1
- CN(C)c1ccc(-c2cnn3c(NCCc4ccccn4)ccnc23)cc1
    21, 0.0, -0.2, -46
- O=C(Cn1c(=O)n(Cc2ccccc2)c(=O)c2ncccc21)Nc1ccc(Cl)cc1
    -3, 0.5, -0.5, 10
- Cc1cc(NC(=O)/C=C/c2ccccc2)no1
    9, -0.1, 0.7, -52
- Cc1ccc(NC(=O)CSc2n[nH]c(N)n2)c(C)c1
    0, -0.1, -0.7, -6
- O=C(Nc1ccc2c(c1)OCO2)c1cnc(Nc2nccc3ccccc23)s1
    -7, -0.1, -3.3, -21
- O=C(Nc1ccncc1)C1CCN(C(=O)C(O)c2ccc(Br)cc2F)CC1 (centres undefined)
    16, 0.9, 0.5, 3
- NNC(=O)c1ccc(Sc2ccncc2)cc1
    -58, 0.3, 2.8, 7
- CCCCCC1CCC(c2ccc(-c3noc(-c4ccc(O)cc4)n3)cc2)CC1 (centres undefined)
    -4, 0.1, 0.2, -5
- Cc1ccc2c(c1)NC(C)(C)c1ssc(=Nc3ccc(S(N)(=O)=O)cc3)c1-2
    9, -0.1, 0.2, 14
- COc1ccc(-c2cc(C(F)(F)F)n3nc(C(=O)Nc4ccc(OC)cc4OC)c(Br)c3n2)cc1
    13, 0.1, -0.3, 3
- Cc1nc2c(SCC(=O)N3CCCCC3)nnc(-c3ccccc3)c2s1
    13, -0.1, -0.7, 2
- Cc1ccc(Cn2c(Sc3nnc(C)s3)nc3c2c(=O)[nH]c(=O)n3C)cc1
    2, -0.1, 1.2, -7
- CC(=O)c1ccc(NC(=O)CSc2nnc(-c3c[nH]c4ccccc34)n2C)cc1
    13, 0.1, -0.1, 12
- Cc1ccc(C(=O)Nc2ccc([N+](=O)[O-])cc2)c(C)c1
    15, -0.1, 3.4, -54
- CCCCN(C)C(=O)c1sc2ncnc(N3CCc4ccccc4C3)c2c1C
    0, 0.0, -0.8, -6
- CCN1CCC(NCc2ccc3c(c2)OCO3)CC1
    6, 0.1, 1.3, 9
- CCCSc1nc2c(c(=O)n1-c1ccc(C)cc1)SCC2
    8, 0.0, 0.5, -2
- COc1cccc(CN(CCCN2CCN(C)CC2)C(=O)c2cc3ccc(-c4cn[nH]c4)nc3[nH]2)c1
    -3, 0.0, -1.7, 2
- COCc1c(Cl)c(Cl)c(COC)c(Cl)c1Cl
    8, 0.9, 1.8, -4
- CCN1C(=O)/C(=C/c2cn(CC(=O)NC3CC3)c3ccccc23)C(=O)NC1=S
    7, -0.2, 0.7, 3
- Cc1ccc(/C=N/NC(=O)CCSc2ccccc2)cc1
    -4, 0.0, 2.0, 8
- COc1c([N+](=O)[O-])cc2c(c1Br)OC1(C=C2)N(C)c2ccccc2C1(C)C (centres undefined)
    15, 0.3, -0.2, -7
- Cc1cnc(Cl)nc1NCCN1CCOCC1
    2, 0.3, 1.3, -2
- CS(=O)(=O)NCc1nnc(SCc2ccccn2)n1-c1ccc(F)cc1
    -7, 0.3, -0.5, 4
- O=C(Nc1c2c(nn1-c1ccccc1)CS(=O)C2)c1ccc(Cl)cc1Cl (centres undefined)
    0, 0.0, -0.8, -4
- C=CCc1ccc(OCCOCCNC(C)CC)c(OC)c1 (centres undefined)
    77*, -0.3, -1.2, 5
- Cc1cc(NC(=O)C2CCN(C(=O)C3c4ccccc4Oc4ccccc43)CC2)no1
    18, 0.7, -1.2, 5
- CCOC(=O)c1c(NC(=O)c2ccco2)sc(C(=O)Nc2ccc(C)c(Cl)c2)c1C
    -6, -0.1, -0.4, 2
- Cc1ccc(CNC(=O)C(=O)NCCCN2CCOCC2)cc1
    1, -0.1, -1.0, -3
- COc1ccccc1C1C(C#N)=C(N)N(N(C)C)C2=C1C(=O)CC(c1ccccc1)C2 (centres undefined)
    16, 0.1, -1.6, 15
- O=C(COc1cccc(Cl)c1)Nc1ccc(S(=O)(=O)Nc2ncccn2)cc1
    2, 0.1, -0.8, 0
- O=C(O)C1CN(C(=O)c2cccc(Br)c2)C1
    -5, 0.0, 1.6, 10
- CCOc1cc(CN2CCC3(CC2)CC3C(=O)N2CCCN(C)CC2)ccc1OC (centres undefined)
    -9, 0.1, 1.4, 12
- CC1CCc2nc(NC(=O)c3ccc([N+](=O)[O-])cc3)sc2C1 (centres undefined)
    -1, 0.0, 0.4, -63
- O=C(CCc1ccccc1)Nc1ccc(F)cc1F
    5, 0.1, 1.2, -26
- O=C(CNC(=O)c1ccccc1)N=Nc1c(O)[nH]c2ccc(Cl)cc12
    3, 0.0, -0.3, 6
- O=C(Nc1ccc(-c2nc3ccccc3s2)cc1)c1cccnc1
    -4, -0.1, -0.2, -33
- O=C(CN1CCCC(c2nc3ccccc3[nH]2)C1)Nc1ccc(Cl)c(Cl)c1 (centres undefined)
    4, 0.0, 2.1, -1
- Cc1cc(C)c(S(=O)(=O)N2CCCC2CNC(=O)C(=O)Nc2ccccc2C)c(C)c1 (centres undefined)
    -9, 0.3, -0.6, 1
- CC(C)c1ccc(C(=O)Nc2cccc(-c3nc4ncccc4o3)c2)cc1
    19, 0.1, -0.5, 28
- CS(=O)(=O)N1CCN(C(=S)Nc2ccc([N+](=O)[O-])cc2)CC1
    8, 0.6, 0.9, 7
- Cc1ccc(S(=O)(=O)N(C)CC(=O)OCC(=O)NC2CCCCCCC2)cc1
    0, -0.2, 3.7, 8
- CCOc1ccc(C(=O)Nc2c3c(nn2C(C)(C)C)CS(=O)C3)cc1 (centres undefined)
    -4, 0.1, 2.2, 6
- O=C(O)c1ccc(Cl)c(N2C(=O)C3C4CCC(C4)C3C2=O)c1 (centres undefined)
    -4, -0.1, -0.1, -7
- CC(C)Cc1nc(SCC(=O)Nc2ccccc2Cl)n[nH]1
    -14, -0.3, 2.6, 2
- CCCN(CCC)C(=O)C1=C(C)C(=O)OC12CCC(C)CC2 (centres undefined)
    -7, 0.1, 0.2, -5
- CCCC(CCC)C(=O)Nc1ccc2c(c1)N(C(=O)CN1CCOCC1)c1ccccc1CC2
    5, 0.1, 0.3, 1
- CCC1C(=O)NCCN1C(=O)c1ccc(Br)o1 (centres undefined)
    -8, -0.1, 0.2, -1
- CC1=C(C(=O)Nc2cccnc2)C(c2ccc(Cl)cc2)n2nc(CCCO)nc2N1 (centres undefined)
    7, 0.0, 0.9, 3
- C/C=C/Cn1c(N/N=C/c2ccc(OC)cc2)nc2c1c(=O)[nH]c(=O)n2C
    -7, -0.1, -0.1, -7
- O=P1(NN=C2CCCC2)C=C(c2ccccc2)OC(c2ccccc2)=C1
    -3, -0.1, 1.3, -2
- O=C(N/N=C/c1c[nH]c2ccccc12)c1cc(-c2cccs2)[nH]n1
    4, -0.2, 1.4, 3
- COc1cc(NC(=O)C2CCC2)c2ncccc2c1
    -5, -0.1, -0.4, 0
- COc1cccc(OCCNC(=O)CSc2ccc(C(F)(F)F)cc2[N+](=O)[O-])c1
    -2, -0.2, 1.5, -2
- COc1ccc(-c2noc(COc3ccc(C)cc3Br)n2)cc1
    -6, -0.1, -1.1, -8
- CC(C)CN1C(=O)c2ccc(C(=O)Nc3cc(Cl)ccc3O)cc2C1=O
    5, 0.1, -0.4, -15

More records:
smiles	MITF primary	FBW7 act	GPR151 ag	TEAD-YAP block
O=C(NCc1ccccn1)c1ccc2c(=O)n(C3CCCC3)c(=S)[nH]c2c1	7	-0.2	0.9	8
O=C(NCCc1cccc(Cl)c1)c1cc(COc2cccc3cnccc23)on1	13	0.1	0.6	2
O=[N+]([O-])c1cccc2cccc(Cl)c12	16	-0.1	-0.8	-1
Cc1ccc(-c2nc3c4c5c(sc4ncn3n2)CCCC5)cc1	4	0.0	-0.5	2
CCOc1cc(-c2cc(OC)c3c(C)oc(C)c3c(=O)c2)ccc1O	6	0.2	-0.7	4
COc1ccc(-c2cccc(NC(=O)Nc3ccccc3)c2)nn1	12	0.1	0.2	-7
Cc1cc2oc(=O)cc(C)c2c2c3c([nH]c12)CCCC3	-8	0.2	-0.2	8
Clc1ccc2c(c1)c1c3n2CCNC3CCC1 (centres undefined)	7	-0.5	0.0	-18
O=C(C1CCCN(Cc2nc(COc3ccccc3)no2)C1)N1CCOCC1 (centres undefined)	-3	-0.1	-2.2	-2
COc1ccc(NC(=O)CC(NCc2cccnc2)C(=O)O)cc1 (centres undefined)	-1	-0.1	-0.9	3
CC1CCN(CC(=O)NC(=O)NCc2ccccc2)CC1	3	0.0	0.9	6
CC(C)(C)CNC(CO)C12CC3CC(CC(C3)C1)C2 (centres undefined)	20	0.1	0.2	2
Oc1cccc(-c2cnc3c(Nc4ccccc4)nccn23)c1	-12	-0.1	-3.2	3
COc1ccc(-c2cn3c4c(=O)n(C)c(=O)n(C)c4nc3n2CCO)cc1	8	0.0	0.2	3
Cn1c(=O)c2c(nc(NCCOc3ccc(F)cc3)n2C)n(C)c1=O	10	0.2	0.0	8
Cc1ccc(NC(=O)CN(c2cccc(C)c2C)S(C)(=O)=O)cc1Cl	-3	0.0	2.7	2
CC1CCCCC1NC(=O)c1nn(C)c(=O)c2ccccc12 (centres undefined)	4	0.1	-2.0	6
O=Cc1cccc(OC(=O)c2ccccc2[N+](=O)[O-])c1	1	-0.1	0.8	10
O=C(N/N=C/c1cc(Br)cc([N+](=O)[O-])c1O)c1ccccc1O	23	-0.6	-0.7	-1
O=C(CSc1nc2ccccc2c(=O)n1CCC(=O)N1CCN(c2ccccc2)CC1)Nc1ccccc1Cl	18	0.3	3.2	5
Cc1ccc(-c2c(NCc3ccccc3)c(=O)c2=O)cc1	-5	0.1	-0.5	-1
CC1=C(C(=O)OCc2ccccc2)C(c2ccccc2I)C2=C(CCCC2=O)N1 (centres undefined)	5	0.3	0.2	-2
O=CN1CCN(C(=S)Nc2ccc(SC(F)F)cc2)CC1	9	0.1	-1.0	-2
CSc1nc(N)n(CC(=O)N(C2CCCCC2)C2CCCCC2)n1	-9	-0.1	-1.1	-7
Cc1nnc(NC(=O)CSc2cn(Cc3ccc(Cl)cc3)c3ccccc23)s1	2	-0.1	0.0	-18
CCOc1cc(/C=C2/C(=N)N3N=C(C(C)C)SC3=NC2=O)ccc1OCCOc1ccc(C(C)(C)C)cc1	10	0.0	-0.8	22
c1ccc(-c2nnc3ccc(SCc4cccnc4)nn23)nc1	33	-1.0	1.3	4
COC(=O)c1ccc2c(=O)n(Cc3ccccc3Cl)c(=S)[nH]c2c1	-7	-0.1	0.5	-2
CC(C)(C)NC(=O)CN(C1CCCCC1)S(=O)(=O)c1ccccc1	21	0.3	-3.0	5
O=C(Nc1ccc(C(=O)N2CCCCC2)cc1)c1cccc(Br)c1	7	0.1	-3.3	-11

Taken from above:
FBW7 act result of CCOc1cc(/C=C2/C(=N)N3N=C(C(C)C)SC3=NC2=O)ccc1OCCOc1ccc(C(C)(C)C)cc1 stands at 0.0
TEAD-YAP block result of CC1CCCCC1NC(=O)c1nn(C)c(=O)c2ccccc12 (centres undefined) stands at 6
TEAD-YAP block result of O=C(Nc1ccc(C(=O)N2CCCCC2)cc1)c1cccc(Br)c1 stands at -11
MITF primary result of CC1=C(C(=O)OCc2ccccc2)C(c2ccccc2I)C2=C(CCCC2=O)N1 (centres undefined) stands at 5

Next part:
smiles	MITF primary	FBW7 act	GPR151 ag	TEAD-YAP block
Cc1ccc(OCc2c(C(=O)N3CCCCC3)c(=O)cc(C)n2Cc2ccccn2)cc1	5	-0.1	-0.8	-2
C#CCOC(=O)/C=C/c1cccc([N+](=O)[O-])c1	-2	-0.1	-1.1	-10
CCC(=O)Nc1ccc(NC(=S)NC(=O)c2cc(OC)c(OC)c(OC)c2)cc1	11	-0.1	0.1	14
COC(=O)c1cccc(N2C(=O)/C(=C/c3ccc(-c4cc(Cl)ccc4Cl)o3)C=C2c2ccccc2)c1	10	0.2	-0.9	7
CC(=O)c1ccc(NC(=O)CSc2nnc3ccc(-c4ccco4)nn23)cc1	-6	0.2	1.1	24
Cc1ccc(-n2nc3c(c2NC(=O)c2ccc(Cl)c([N+](=O)[O-])c2)CSC3)c(C)c1	19	0.2	0.4	-1
Cc1cc2nc(-c3cc(N)ccc3Cl)oc2cc1C	13	-0.1	-5.4	-21
CCCCCCOc1ccc(NS(=O)(=O)c2ccc(F)cc2)cc1	-2	0.1	1.0	2
Cn1cc(CCC(=O)NCCCN2CCOCC2)c2ccccc21	-2	0.0	-0.3	-14
Cc1ccc(CC(=O)Nc2ccc3c(c2)OCO3)cc1	0	0.0	0.0	-45
Cc1ccc(NC(=O)CCCn2c(=S)[nH]c3ccccc3c2=O)cc1Cl	-10	0.2	1.1	-7

Entries shown so far that have a CF3 group, in the order listed:
smiles	MITF primary	FBW7 act	GPR151 ag	TEAD-YAP block
COc1ccc(-c2cc(C(F)(F)F)n3nc(C(=O)Nc4ccc(OC)cc4OC)c(Br)c3n2)cc1	13	0.1	-0.3	3
COc1cccc(OCCNC(=O)CSc2ccc(C(F)(F)F)cc2[N+](=O)[O-])c1	-2	-0.2	1.5	-2

Assay outcomes deposited in PubChem BioAssay by The Scripps Research Institute Molecular Screening Center.
